# All columns: NCI-60 one-dose screen, growth in % after 48 h at 10 µM unless noted; 100 = growth as untreated, 0 = no growth, -100 = all killed.
# RPMI-8226 – RPMI-8226 leukemia cells; 7.5% of 77,000 active; AID 1794781
# MOLT-4 – MOLT-4 leukemia cells | 6.9% of 80,000 active
# MDA-MB-435 – MDA-MB-435 melanoma | 7.8% of 82,000 active
# MDA-MB-231 – MDA-MB-231 breast cancer; 5% of 81,000 active
# MCF7 – MCF7 breast cancer. 6.3% of 82,000 active
# SR – SR leukemia cells; 8.7% of 73,000 active; AID 1794780
# K-562 – K-562 leukemia. 7.4% of 78,000 active
# MDA-MB-468 – MDA-MB-468 breast cancer | 8.5% of 78,000 active | AID 2202374
# Active calls of the source: *; nt = not tested or not shown; & = joins results of further samples. The calls were made as follows: active = growth percent below 10; inactive = the rest.
SMILES,RPMI-8226,MOLT-4,MDA-MB-435,MDA-MB-231,MCF7,SR,K-562,MDA-MB-468
CN1CCN(c2ccc(/C=N/NC(=O)CSc3nc4ccccc4c(=O)n3-c3ccc(Cl)cc3)cc2)CC1,110,96,103,101,93,94,92,105
NC(=S)Nc1cccc(NC(N)=S)c1,109,90,97,90,92,nt,9.3*,86
Nc1nc(-c2cccc([N+](=O)[O-])c2)cs1,82,88,103,103,89,86,99,92
COc1ccccc1NC(=O)Cn1cc(CN2CCN(c3ccnc4cc(Cl)ccc34)CC2)nn1,51,71,98,82,84,92,84,81
O=C(NC(=S)Nc1ccccn1)c1ccccc1,60,93,105,92,24,112,143,45
O=[N+]([O-])c1ccc(Nc2ccccc2)c([N+](=O)[O-])c1,104,91,114,97,103,88,101,100
CC1(C)SC(C(NC(=O)Cc2ccccc2)C(=O)O)NC1C(=O)O (stereo not drawn),97,102,100,nt,99,nt,99,95
COc1ccc(C(=O)CCN2CCC3CCC(C3)C2)cc1 (stereo not drawn),92,93,112,132,104,88,85,106
Cc1cc2c3ccccc3ccc2[n+]2ccccc12,nt,2.7*,76,82,27,-22*,nt,-61*
COc1ccc(-c2nc(SCCC(C)C)nc(N/N=C\c3ccc(F)cc3)c2C#N)cc1,97,94,95,98,83,25,91,114
O=C(c1ccccc1)c1ccc(N2C(=O)C3C4c5ccccc5C(/C=C/C(=O)c5cccs5)(c5ccccc54)C3C2=O)cc1 (stereo not drawn),66,80,97,73,67,66,76,96
COC(=O)c1sccc1-c1cc(O)c(C(C)=O)s1,102,96,96,100,89,86,80,118
COc1ccc(/C=C/C(=O)Nc2ccc(-c3nc4ccc(F)cc4s3)cc2)cc1OC,84,88,104,101,60,83,81,16
Cc1ccc(-c2nn(-c3ccccc3)cc2/C=C/c2nnc(-c3ccc(Cl)cc3Cl)o2)cc1,95,105,89,92,95,75,93,89
O=C1CC[C@@H](C(=O)O)N1,108&121,96&109,112&98,112&106,88&97,103&99,100,114&99
COc1ccc2[nH]c(O)c(N=NC(=O)c3ccc(NS(C)(=O)=O)cc3)c2c1,102,103,103,115,90,107,98,106
COc1ccc2c(c1)CC[C@@H]1[C@@H]2CC[C@]2(C)C(=O)C(=[N+]=[N-])C[C@@H]12,88,82,104,105,101,98,87,108
NC(=S)Nc1nnc(SCC(=O)Nc2ccc3oc(=O)ccc3c2)s1,108,95,102,99,92,86,91,134
Nc1cnc2ccccc2n1,97,101,103,100,93,106,106,108
O=c1cc(C=NCc2nc(-c3ccccc3)cs2)c2cc(Cl)ccc2o1,66,51,93,54,49,59,61,57
Nc1ncnc2c1ncn2C(C=O)OC(C=O)CO (stereo not drawn),40,89,73,82,51,14,44,nt
CC(C)n1c(=S)[nH]c2ccccc2c1=O,117,103,105,94,98,95,nt,106
COc1ccc(NC(=O)c2sc3nc4c(cc3c2N)CN(C)CC4)cc1,96,99,107,97,89,87,104,97
COc1ccc(Cl)cc1N1C(=N)/C(=C2\Nc3ccccc3S2)CC1=O,68,101,77,108,100,44,83,nt
O=C(O)c1cc(Br)c(O)c(Br)c1,100,103,114,118,99,93,99,108
# Next compounds
SMILES,RPMI-8226,MOLT-4,MDA-MB-435,MDA-MB-231,MCF7,SR,K-562,MDA-MB-468
CCC(C)N (stereo not drawn),109,112,106,112,87,107,107,99
Nc1cccc(-c2nc3sccn3c2-c2ccnc(NCCNS(=O)(=O)c3ccc(Br)cc3)n2)c1,90,96,101,102,86,92,82,82
CC(/C=C1\N=C(c2ccccc2)OC1=O)=C\c1ccccc1,97,98,99,112,96,83,106,96
Oc1cccc(C2Nc3ccccc3-n3cccc32)c1O (stereo not drawn),59,69,95,75,93,nt,90,76
CCOc1ccc(-c2ccc(=O)n(-c3ccc(S(N)(=O)=O)cc3)n2)cc1,96,87,96,80,105,90,97,96
O=C(O)c1ccccc1C(=O)c1ccc2c(c1)CCC2,95,76,103,106,98,91,86,103
CC(=O)OC1CC2C3CCC4C[C@@H](NC(=O)C=C(C)C)CC[C@]4(C)C3CC[C@]2(C)[C@H]1C(C)N(C)C (stereo partly drawn),14,-32*,-45*,-36*,2.0*,-21*,-38*,nt
CC(=O)Nc1ccc(C(=O)c2ccccc2)cc1,nt,100,100,94,99,98,104,81
Cc1[nH]c(=S)sc1C,99,114,91,104,99,99,113,91
O=C1Nc2c(ccc(Cl)c2Cl)/C1=C/c1ccncc1,101,89,102,100,92,68,92,nt
NS(=O)(=O)c1ccc(CCn2c(SCC(=O)N/N=C/c3ccc(Cl)cc3)nc3ccccc3c2=O)cc1,66,58,96,82,74,79,69,97
CC(C)(CCC(=S)N1CCOCC1)c1ccccc1,98&110,102&95,100&106,99&105,100&101,93&62,107&102,103&97
CC(C)[C@@H]1CC[C@@H](C)C[C@H]1N,110,100,103,99,101,97,15,100
CCCN1CSC(=S)N(CCC)C1,79,nt,122,116,43,nt,67,121
C[C@@H]1C=C(I)[C@@]2(CCCO)c3c(oc4ccccc34)-c3ccccc3[C@@H]12,106,83,80,93,82,64,70,109
CCOC(=O)C(NC(C)=O)C(C)=O (stereo not drawn),107,103,95,118,91,104,104,107
COc1cc(-c2nnc(-c3cc4ccc(OCc5ccccc5)cc4nc3OC)o2)cc(OC)c1OC,91,92,95,103,85,nt,99,93
CCCCCCCC(C)NCCCO (stereo not drawn),104,107,109,114,102,98,106,102
COc1ccc(-c2nc3c(nc(C)c4ccc(=O)[nH]c43)o2)cc1,92,97,84,79,78,63,83,90
C=C(Cl)COC(=S)S,107,96,105,112,99,85,96,106
C/C(=C(/C)C1CC1CCNS(=O)(=O)c1ccc(C)cc1)c1ccc(C)cc1 (stereo not drawn),94,nt,100,85,79,nt,nt,73
Fc1ccc2[nH]cc(-c3nc(-c4ccc5ccccc5c4)cs3)c2c1,92,85,98,81,42,99,92,25
O=c1ccc(=O)n(-c2nc(-c3ccc(Br)cc3)cs2)[nH]1,86,83,93,89,70,92,90,89
Nc1nc2ccc(-c3nc4ccc5[nH]ncc5c4c4c3CCCC4)cc2s1,115,104,111,106,98,96,95,112
O=c1cc(C(F)(F)F)[nH]c(=S)[nH]1,111,105,106,nt,95,92,111,110

# Quoted from the results shown (three entries):
SMILES,RPMI-8226,MOLT-4,MDA-MB-435,MDA-MB-231,MCF7,SR,K-562,MDA-MB-468
C/C(=C(/C)C1CC1CCNS(=O)(=O)c1ccc(C)cc1)c1ccc(C)cc1 (stereo not drawn),94,nt,100,85,79,nt,nt,73
Fc1ccc2[nH]cc(-c3nc(-c4ccc5ccccc5c4)cs3)c2c1,92,85,98,81,42,99,92,25
O=c1ccc(=O)n(-c2nc(-c3ccc(Br)cc3)cs2)[nH]1,86,83,93,89,70,92,90,89

# Additional compounds.
SMILES,RPMI-8226,MOLT-4,MDA-MB-435,MDA-MB-231,MCF7,SR,K-562,MDA-MB-468
COc1ccc(S(=O)(=O)NCCCNc2nccc(-c3cn(C(C)(C)C)nc3-c3ccc(Cl)c(OC)c3)n2)cc1,85,61,90,44,82,49,60,77
COc1ccc(C(=O)O)cc1[N+](=O)[O-],106,90,105,102,92,97,87,98
O=C(/C=C/c1cccc(OCc2ccccc2)c1)c1nc2ccccc2[nH]1,-52*,6.0*,72,nt,3.3*,-33*,-8.7*,-40*
CN(C)c1ccc(N=Nc2ccc3ncccc3c2)cc1,74,88,109,90,64,nt,131,21
COc1cc(N=Nc2ccc(C(=O)N(C)C)cc2)c(C)cc1N=Nc1c(O)c2ccccc2[nH]c1=O,64,79,99,75,99,57,99,99
COc1c(F)ccc(C(=O)Nc2ccc3nc(NC(=O)C4CCCN(S(=O)(=O)c5ccc(Br)c(F)c5)C4)sc3c2)c1F (stereo not drawn),52,42,92,84,nt,47,62,92
CCCSc1nnc(-c2sc3nc4ccccc4n3c2C)o1,98,92,105,108,90,107,97,89
CCCCCCCC(=O)SCC/C=C/[C@@H]1CC(=O)NCc2nc(co2)C2=N[C@@](C)(CS2)C(=O)N[C@@H](C(C)C)C(=O)N1,97,85,92,96,93,81,98,85
CC1=C(I)[C@@]2(CCCO)c3cc4c(cc3C[C@@]2(C)[C@@H]1C)OCO4,109,92,84,90,101,101,86,103
Cc1ccc2nc3c(n2c1)C(=O)C(=O)c1ccccc1-3,-52*,-71*,-70*,-49*,-64*,-44*,-48*,nt
Cc1ccc(-c2nn(-c3ccccc3)cc2C2SCC(=O)N2c2ccccc2)cc1 (stereo not drawn),108,102,108,106,97,96,106,104
O=C(CS(=O)(=O)c1ccc(F)cc1)Nc1ccccc1C(=O)O,107,111,113,109,96,101,98,105
COC(=O)C1CCCCC1C(=O)OC (stereo not drawn),92,127,106,98,94,107,107,109
[2H]C([2H])([2H])Oc1cc(F)ccc1/C=C/C(=O)/C=C(/C=C/c1ccc(F)cc1OC([2H])([2H])[2H])OB(F)F,3.5*,1.3*,16,53,20,42,18,46
Cc1cc(=O)n2[nH]c(-c3ccco3)cc2n1,107,90,99,nt,66,nt,111,102
COc1ccc(/C=C(/c2ccccc2)[N+](=O)[O-])cc1,-28*,-16*,-36*,-49*,-31*,-19*,-7.8*,-78*
Nc1nc(N)c2[nH]cnc2n1,64,93,84,99,54,93,77,70
Cc1ccc2c(=O)cc(C(=O)Nc3sc4c(c3C(=O)NCc3cccnc3)CCCC4)oc2c1C,102,90,101,97,97,90,96,109
CC(C)(c1ccc(O)cc1)c1ccc(O)cc1,93,102,108,105,121,106,113,94
O=C1NC(=S)S/C1=C\c1ccc(Cl)cc1Cl,61,nt,91,92,89,nt,nt,81
COC(=O)/C=C/N1CCOCC1,99,87,106,99,92,94,106,98
COc1ccc(C(=O)Cn2c(C(=O)c3ccc(Cl)cc3)nc3ccccc32)cc1,13,48,-8.6*,65,20,27,46,64
COC(=O)/C=C1\S/C(=N\NC(=O)c2cc3ccc2/C=C\c2ccc(cc2)/C=C\3)N(Cc2ccccc2)C1=O,-47*,1.1*,92,57,33,-15*,19,21
CCC(C)Nc1nc2c(c(=O)n(C)c(=O)n2C)n1C (stereo not drawn),119,112,102,100,91,113,106,nt
O=C1C2=C(CCN(Cc3ccccc3)C2)N2CCN=C2N1Cc1ccc(C(F)(F)F)cc1,19,60,24,-9.3*,21,50,29,9.0*
# Other compounds.
SMILES,RPMI-8226,MOLT-4,MDA-MB-435,MDA-MB-231,MCF7,SR,K-562,MDA-MB-468
O=c1oc2ccc(F)cc2c(=O)n1-c1ccc(Cl)cc1F,-23*,-5.5*,1.5*,-17*,2.7*,nt,7.4*,-1.6*
Cc1nn(-c2ccccc2)c(N2CCOCC2)c1C1CC(c2ccccc2)=NN1C=O (stereo not drawn),92,89,103,102,94,90,105,91
Cc1c(C(=O)/C=C/Oc2ccc(S(N)(=O)=O)cc2)sc2nc3ccccc3n12,nt,107,102,105,97,99,94,116
N#Cc1c(Nc2ccccc2)nn2c(-c3ccc(Br)cc3)c(-c3nc4ccccc4s3)c(N)nc12,98,100,100,85,75,85,98,106
Cc1c2ccccc2[n+](C)c2ccccc12,31,81,93,80,78,51,38,74
NS(=O)(=O)c1ccc(Nc2nc(N/N=C/c3ccc(N4CCOCC4)cc3)nc(Nc3ccccc3)n2)cc1,62,68,86,89,66,48,61,96
O=C(Nc1ccc(NC(=O)c2cc(=O)[nH]c3ccccc23)cc1)Nc1cccc(C(F)(F)F)c1,74,80,77,27,71,61,53,25
O=c1oc2ccccc2cc1-c1csc(N=Nc2c(O)[nH]c3ccc(Br)cc23)n1,100&109,103&120,102&99,57&96,81&94,97&114,103&111,64&95
Cc1cccc(-c2nnc(SCC(=O)Nc3ncc(Cc4ccccc4)s3)n2N2C(=O)CSC2=S)c1,77,87,48,10,56,45,78,62
O=C(/C=C/c1ccc(O)cc1)OCCCc1ccc(O)cc1,85,40,100,77,97,99,nt,114
O=C(O)C=C1c2ccccc2-c2ccccc21,114,99,100,116,95,104,103,100
Cc1cccc(NC(=O)c2sc3nc4c(cc3c2N)CCC4)c1C,-5.0*,23,-27*,31,13,25,14,11
CCSc1nnc2c3cc(Br)ccc3n(C)c2n1,104,107,104,93,84,93,118,115
COc1ccc(/C=C/C(=O)c2cc3c(N)c(C(=O)Nc4ccccc4Cl)sc3nc2C)cc1,53,36,-62*,34,17,53,39,5.3*
Cc1cc(NC(=O)C2c3ccccc3C(=O)N(CC(C)C)C2c2cccs2)no1 (stereo not drawn),3.7*,17,-44*,-14*,10,7.2*,3.5*,-57*
Cc1nc2ccccc2c(=O)n1Cc1nncs1,107,93,107,103,108,103,nt,105
O=c1cc(-c2ccc(Cl)cc2)[nH]n1-c1nc2ccccc2s1,91,94,109,97,93,86,83,129
COc1ccc(/C=C/c2ccc(Cl)cc2)cc1,96,102,98,99,94,94,105,95
COC(=O)c1[nH]c(C)c(C(=O)OC)c1C,nt,96,106,nt,85,88,91,118
c1ccc2c(OCCCn3ccnc3)c3oc4ccccc4c3nc2c1,80,42,95,67,84,55,85,95

# Six compounds drawn at random from the list so far:
SMILES,RPMI-8226,MOLT-4,MDA-MB-435,MDA-MB-231,MCF7,SR,K-562,MDA-MB-468
N#Cc1c(Nc2ccccc2)nn2c(-c3ccc(Br)cc3)c(-c3nc4ccccc4s3)c(N)nc12,98,100,100,85,75,85,98,106
Cc1c(C(=O)/C=C/Oc2ccc(S(N)(=O)=O)cc2)sc2nc3ccccc3n12,nt,107,102,105,97,99,94,116
O=C(/C=C/c1ccc(O)cc1)OCCCc1ccc(O)cc1,85,40,100,77,97,99,nt,114
O=c1oc2ccc(F)cc2c(=O)n1-c1ccc(Cl)cc1F,-23*,-5.5*,1.5*,-17*,2.7*,nt,7.4*,-1.6*
Cc1cccc(NC(=O)c2sc3nc4c(cc3c2N)CCC4)c1C,-5.0*,23,-27*,31,13,25,14,11
COc1ccc(/C=C/C(=O)c2cc3c(N)c(C(=O)Nc4ccccc4Cl)sc3nc2C)cc1,53,36,-62*,34,17,53,39,5.3*
